V-ATPase pHluor: regulators of yeast V-ATPase proton pumping, primary screen, pHLuorin cytosolic pH fluorescence. S. cerevisiae. response, % at 10 µM. 350,000 compounds, 0.37% hits. AID 504577, 2011; in the data active = response mostly above about 7.3%, no sharp cut-off; inactive = mostly below about 5.4%; note: actives read high; inactives centre near 0; some compounds called inactive have numbers as strong as hits; reference of the scale not given here
HTR5A inv ag: HTR5A inverse agonists in luminescence cell assay, primary screen, counter-screen for OPRM1-OPRD1 heterodimer inverse agonist project, full-deck HTS. 340,000 compounds, 0.083% hits. HTR5A cell line, inverse agonism. inhibition, % at 9.3 µM. 5-hydroxytryptamine receptor 5A (Homo sapiens), P47898; in the data active = inhibition mostly above about 23%, no sharp cut-off; inactive = mostly below about 18%;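 note: 0% = cells with DMSO and 100% = no-cell wells with DMSO; some compounds called inactive have numbers as strong as hits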
MOR-DOR ag: agonists of OPRM1-OPRD1 heterodimerization, primary screen, cell-based, luminescence; Mu-type opioid receptor (Homo sapiens) + Delta-type opioid receptor (Homo sapiens), …; cells; activation, % at 9.3 µM; 340,000 compounds, 0.3% hits; in the data active = activation above about 18%;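 note: 0% = vehicle-treated cells and 100% = reference agonist; values of inactives mirror those of a sister screen read the other way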
DAGLB inhibitor: DAGLB lipase inhibitors, primary screen, biochemical, fluorescence, HTS; AID 504411, 2011; HEK293T DAGLB membrane lysate, EnzChek fluorogenic substrate; inhibition, % at 5.17 µM; Diacylglycerol lipase-beta (Homo sapiens), Q8NCG7; 340,000 compounds, 0.059% hits; in the data active = inhibition above about 34%;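 note: 0% = enzyme with vehicle and 100% = wells lacking enzyme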
Arr AP2 block: inhibitors of beta-arrestin/AP2 binding, primary screen, biochemical, GPCR trafficking, flow cytometry. beta-arrestin 1 C-terminal peptide binding to AP2 beta2-adaptin appendage (human). FITC-arrestin peptide / GST-AP2 beads; AP2 beta2 appendage carries R879A mutation. inhibition, % at 10 µM. 340,000 compounds, 0.31% hits. AID 504490, 2011;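 active = inhibition above a set limit, near 3 SD of compounds lacking own fluorescence, cut at about 54% in these data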;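 note: plate controls were DMSO wells for no effect and 5 µM unlabelled arrestin peptide for full effect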
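Test system: GST-tagged AP2 beta2-adaptin appendage (R879A) on 4 µm glutathione beads; also added: fluorescein-tagged arrestin peptide at 50 nM final; timing: 12 min plus 1 h, RT; signal: flow cytometry, FL1 (488/535 nm); read-out: percent drop in bead-associated FITC signal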
HTR5A ag ctr: HTR5A agonists in luminescence cell assay, primary screen, counter-screen for OPRM1-OPRD1 heterodimer agonist project, full-deck HTS | activation, % at 9.3 µM | 340,000 compounds, 0.61% hits | 5-hydroxytryptamine receptor 5A (Homo sapiens), P47898 | cell-based; in the data active = activation mostly above about 9.5%, no sharp cut-off; inactive = mostly below about 7.6%;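 note: 0% = cells with vehicle only and 100% = reference agonist; strong numbers were not always called active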
DSG3 Ab inh: inhibitors of pemphigus antibody binding to DSG3, primary screen, biochemical, bead-based, flow cytometry, scFv-GFP. DSG3-coupled beads, scFv-anti-DSG3-GFP binding; hits give low values. binding (percent of control), % at 10 µM. 310,000 compounds, 0.48% hits;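 active = binding more than 3 SD below its plate's average and above zero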;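 note: hits lower antibody fragment binding to DSG3; some compounds called inactive have numbers as strong as hits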
Target sequence (P32926 whole entry, looked up, the tested form may be a part): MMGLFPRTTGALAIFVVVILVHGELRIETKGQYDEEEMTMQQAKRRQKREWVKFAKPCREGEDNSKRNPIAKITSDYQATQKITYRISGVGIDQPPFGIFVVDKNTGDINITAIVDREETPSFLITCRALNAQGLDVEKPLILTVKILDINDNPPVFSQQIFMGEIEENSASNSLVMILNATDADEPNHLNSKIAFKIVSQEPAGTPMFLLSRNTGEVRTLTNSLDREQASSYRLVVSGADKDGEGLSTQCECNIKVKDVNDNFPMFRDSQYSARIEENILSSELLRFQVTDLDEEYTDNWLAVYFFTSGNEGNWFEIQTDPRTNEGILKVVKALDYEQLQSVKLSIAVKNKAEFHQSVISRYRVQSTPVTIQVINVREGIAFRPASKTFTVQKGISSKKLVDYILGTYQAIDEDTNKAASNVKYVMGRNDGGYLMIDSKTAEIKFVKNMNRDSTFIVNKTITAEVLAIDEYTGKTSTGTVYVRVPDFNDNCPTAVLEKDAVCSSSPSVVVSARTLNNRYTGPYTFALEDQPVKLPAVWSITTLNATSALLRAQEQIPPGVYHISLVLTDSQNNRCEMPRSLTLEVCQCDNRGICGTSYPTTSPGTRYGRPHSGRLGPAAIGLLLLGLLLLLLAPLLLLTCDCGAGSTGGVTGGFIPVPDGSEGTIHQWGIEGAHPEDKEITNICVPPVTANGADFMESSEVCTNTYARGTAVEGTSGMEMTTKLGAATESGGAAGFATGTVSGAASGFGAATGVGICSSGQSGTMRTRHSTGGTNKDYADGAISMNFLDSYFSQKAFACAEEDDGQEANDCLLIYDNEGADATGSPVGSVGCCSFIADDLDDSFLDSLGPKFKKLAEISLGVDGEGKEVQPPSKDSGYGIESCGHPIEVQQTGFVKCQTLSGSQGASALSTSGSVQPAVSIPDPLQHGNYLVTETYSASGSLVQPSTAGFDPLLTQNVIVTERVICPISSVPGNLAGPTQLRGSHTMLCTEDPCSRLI
MOR-DOR inv ag: inverse agonists of MOR-DOR heterodimerization, primary screen, cell-based, luminescence | Mu-type opioid receptor (Homo sapiens) + Delta-type opioid receptor (Homo sapiens), … | cell-based MOR-DOR heterodimer luminescence, inverse agonism | inhibition, % at 9.3 µM | 340,000 compounds, 0.21% hits | AID 504357, 2011; in the data active = inhibition above about 22%, passing the limit was not always enough;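 note: 0% = cells with DMSO and 100% = wells without cells with DMSO; values of inactives mirror those of a sister screen read the other way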
PKA-R2B act: activators of PKA-R2B holoenzyme, primary screen, biochemical, fluorescence polarization, Cy5-IP20, human; activation, % at 11.4 µM; PKA-R2B holoenzyme dissociation; R2B truncated from residue 108, S112A mutant; 0% DMSO only, 100% 113 µM cGMP; 340,000 compounds, 0.079% hits; AID 504700, 2011;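 active = activation above a cutoff set at the mean over all compounds plus 3 SD, cut at about 18% in these data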;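 note: higher means more holoenzyme dissociation and a rise in polarization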
PKA-R1A act: activators of PKA-R1A holoenzyme, primary screen, biochemical, fluorescence polarization, Cy5-IP20, bovine R1A, mouse PKAc; cAMP-dependent protein kinase type I-alpha regulatory subunit (Bos taurus) + …; PKA-R1A dissociation; scaled: DMSO 0%, 113 µM cGMP 100%; activation, % at 11.4 µM; 340,000 compounds, 0.083% hits; AID 504707, 2011;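 active = percent activation above the mean of all tested compounds plus 3 SD, cut at about 19% in these data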;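 note: higher means more PKAc released from R1A so a rise in polarization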
Active calls of the source: *; . = not tested or not shown; & = joins results of further samples; ! = a repeat was not active.

SMILES	V-ATPase pHluor	HTR5A inv ag	MOR-DOR ag	DAGLB inhibitor	Arr AP2 block	HTR5A ag ctr	DSG3 Ab inh	MOR-DOR inv ag	PKA-R2B act	PKA-R1A act
CCOC(=O)c1ccccc1NC(=O)c1cccnc1	-4	-31	1.8	-1	-2	-5	111	-10	-5	4
O=S(=O)(c1ccc(Cl)cc1)n1nnc2ccccc21	4	9	-1.4	0	0	-2	107	8	-8	-10
CCOC(=O)C1=C(C)NC(SCC(=O)OC)=C(C#N)C1c1ccc(C(=O)OC)cc1 (configuration not stated)	9.9*!	-2&-3	1.8&-2.1	-2&-4	42&-8	1&6	114&103	-9&11	-4&-3	7&3
c1ccc(-c2nc(N3CCCCCC3)nc(-n3ccnc3)n2)cc1	2	11	-3.1	-15	11	2	.	17	6	-11
CCN(C(=O)COC(=O)/C=C/c1ccc(F)cc1)C1CCCCC1	-1	-11	0.6	-3	37	3	90	-3	-3	7
O=C(CN1CCCC1)Nc1ccc(OCc2ccccc2)cc1	0	12	-1.1	0	15	-4	105	6	-7	-11
O=C(Cc1cccs1)NCc1cn2ccccc2n1	0	-26	-0.8	3	-7	-1	102	5	-5	2
Cc1ccc([C@@H]2[C@@H]3C(=O)N(C)C(=O)[C@@H]3[C@]3(Cc4ccccc4)C(=O)N(CCO)CC(=O)N23)o1	-3	12	-1.2	-1	-2	-5	103	7	-2	9
Cc1ccc(-c2csc(NC(=O)Cn3cnc4c3c(=O)n(C)c(=O)n4C)n2)cc1C	1	.	.	1	5	.	.	.	-11	6
C[C@@H]1CCCCO[C@@H](CN(C)S(C)(=O)=O)[C@@H](C)CN([C@H](C)CO)C(=O)c2cc(N(C)C)ccc2O1	-1	.	.	-2	.	.	98	.	-3	5
O=C(Nc1ccc(Cl)c(Cl)c1)N1CCC(N2CCCCC2)CC1	-2	11	-2.6	-1	11	5	106	15	-7	8
NC(=O)CC[C@H](NC(=O)c1ccc(F)cc1)C(=O)OCC(=O)NCc1ccc(F)cc1	2	-13	-0.4	2	26	5	104	2	2	-4
COc1cccc(C(=O)NCC(=O)N/N=C(C)\C=C\c2ccccc2)c1	-1	-3	-0.1	-1	32	1	106	1	4	-3
COc1cc(/C=C\C(=O)O)cc(S(=O)(=O)N2CCCCCC2)c1OC	-2	-6	-3.8	0	6	3	102	19	10	-1
CSc1cccc(NC(=O)C2(S(=O)(=O)c3ccc(C)cc3)CC2)c1	0	12	2.1	-4	1	-4	100	-11	11	1
COc1ccc(NC(=O)COC(C)=O)cc1Cl	1	-6	-0.7	0	3	2	100	5	1	10
O=C(O)/C=C/C(=O)NCCc1ccc(Cl)cc1	-3	-9	-2.6	1	0	4	.	13	13	-1
COc1ccc(CCN(C)C(=O)COC(=O)/C=C/c2ccc(C)o2)cc1OC	-2	-2	-1.4	-2	22	1	100	9	1	0
C=CCNC(=S)NNc1nc2c(c(=O)[nH]1)C1(CCCCC1)Cc1ccccc1-2	-2	-39	11	-3	4	11	100	-79	-15	5
COc1ccc(C(CNC(=O)c2oc3ccc(Cl)cc3c2C)N2CCCCC2)cc1 (configuration not stated)	-1	8	-2.1	0	1	-2	132	11	3	-8
C#CCOc1coc(COC(=O)c2ccccc2)cc1=O	1	6	-0.7	2	5	11	121	4	8	-6
CN(C(=O)COC(=O)c1cccs1)c1ccccc1	1	.	.	0	.	.	98	.	4	0
COc1ccc(/C=C2/SC(=S)N(CCCC(=O)N3CCN(C)CC3)C2=O)cc1	3	7	-0.4	2	-6	-3	107	2	-1	-1
Cc1ccc(OCc2cc(C(=O)NCCc3cccnc3)no2)cc1C	-1	0	-3.8	-1	-4	0	104	20	-6	-8
CN(C)/C=C/C(=O)c1nnn(C2CCCCC2)c1NC1CCCCC1	-1	-19	1.7	5	-5	7	101	-11	-4	-21
CC1CCCN(CCOc2ccc(Br)cc2)C1 (configuration not stated)	-10	-10	0.1	-1	9	1	116	0	8	-1
Cc1cc(C(=O)OCC(=O)N2CCc3ccccc32)ccc1[N+](=O)[O-]	3	0	1.2	0	2	1	.	-5	2	1
COc1ccc(NC(=O)C2C3C=CC4(CN(Cc5cccnc5)C(=O)C24)O3)c(OC)c1 (configuration not stated)	4	-3	-0.5	-1	-5	-1	95	3	-3	-17
CCOC(=O)N1CCN(C(=O)CSc2nc(=O)n3cc(C)ccc3n2)CC1	-4	-19	0.2	-5	2	7	103	-1	3	-7
O=C(Nc1ccc(F)c(Cl)c1)C1CCCN(C2=NS(=O)(=O)c3ccccc32)C1 (configuration not stated)	7	-13	-0.9	-1	4	5	96	4	3	8
Cc1ccc(NC(=O)C2C3/C=C\CCCCC32)cc1C (configuration not stated)	-4	-8	6.1	-6	32	20*	119	-36	6	-1
Cc1ccc2[nH]c(C(=O)N3CCC(C(N)=O)CC3)cc2c1	2	-25	-0.9	1	-8	0	110	5	2	-12
CC(C)N(C(=O)Cn1cc(S(=O)(=O)CC(=O)NCc2ccc(F)cc2)c2ccccc21)C(C)C	3	-4	-0.1	-1	0	5	110	0	-5	8
CNC(=S)N(C)c1ccccc1	3	-5	-1.5	1	-12	2	83	8	-3	3
CC1CCN(C(=O)c2cccc(S(=O)(=O)N3CCCc4ccccc43)c2)CC1	0	25	-2.6	-1	-3	1	108	13	-4	-3
O=C1CN(CCN2CC(=O)N(Cc3ccccc3)C(=O)C2)CC(=O)N1Cc1ccccc1	5	.	.	-6	.	.	101	.	-6	-4
CC(=O)Nc1cc(F)c2c(c1F)Cc1cc(F)ccc1-2	-1	-9	-2.2	0	-2	2	118	11	-6	-4
COc1cc(NC(=O)c2cccs2)ccc1NC(=O)Cc1ccccc1	-1	-1	-0.9	1	-4	-2	104	5	-3	-15
O=C(c1ccc(CS(=O)c2ccccc2Cl)o1)N1CCCCCC1 (configuration not stated)	-1	15	-0.2	0	6	1	97	1	-13	3
Cc1c2c(cc3c1[nH]c1ccccc13)C=NCC2	-3	-9	-0.8	-2	-2	2	344	4	9	-3
O=C(NCCCc1ccccc1)C1CCC(=O)N(Cc2ccc(Cl)cc2)C1 (configuration not stated)	7	-11	0.3	2	14	3	108	-1	-1	-1
Cn1c2cc(Br)sc2c2cnn(Cc3ccc(F)cc3F)c(=O)c21	0	6	-2.7	-2	28	-2	95	13	-4	-3
Cc1nn(C)cc1S(=O)(=O)NCc1ccccc1Cl	0	-1	-3.0	3	-22	1	.	15	-4	-4
CCC(=O)Nc1cccc(NC(=O)CSc2nnnn2C2CCCC2)c1	-2	4	-1.2	0	29	-2	79	7	-4	-6
COc1cccc(NC(=O)NC(=O)c2c(C)cc(Cl)nc2Cl)c1	2	-4	3.7	0	-3	2	.	-20	-4	-9
Cc1cc(C)cc(NS(=O)(=O)c2ccc3oc(=O)ccc3c2)c1	14*	10	1.8	0	-12	0	100	-9	-8	7
COc1ccc(CNCc2ccccc2C(F)(F)F)cc1	0	-5	-1.1	-5	27	1	112	5	-15	-14
CC(=O)c1ccc(NC(=O)CNCC(c2ccccc2)N(C)C)cc1 (configuration not stated)	-2	-6	0.9	2	-4	-3	118	-5	3	-6
CCCc1nnc(NC(=O)C(=O)NCCN(C)C)s1	2	4	-2.2	0	-6	-7	104	11	-11	-15
O=C(NC1CC1)C1CCN(C2CCN(C(=O)CCOc3ccccc3)CC2)CC1	2	5	0.4	-2	22	5	108	-3	-1	-2
COCc1cccc(C2=CC(=O)C[C@H](c3ccc(F)cc3)C2)c1	2	8	-0.4	-9	-8	3	99	2	-4	-14
CCc1nnc(NC(=O)Cc2ccc(OC)cc2)s1	-6	-2	1.6	0	0	-1	105	-9	6	3
CCN(CC)S(=O)(=O)c1ccc(NC2=NS(=O)(=O)c3ccccc32)cc1	-5	-2	-1.1	1	-10	3	98	6	8	-4
O=C(OCC(=O)N1CCN(C(=O)c2ccco2)CC1)c1c(Cl)cccc1Cl	1	-7	-3.5	-1	-10	2	98	17	-3	-17
CCC(CC)C(=O)Nc1ccccc1NC(C)=O	-3	-29	-2.2	-3	19	1	104	12	-10	-11
O=S(=O)(NCC1CCCO1)c1ccc(S(=O)(=O)N2CCc3ccccc3C2)cc1 (configuration not stated)	1	-16	-3.2	-2	-3	5	78	18	0	-3
COc1cc2c(C(=O)NCc3ccc4c(c3)OCO4)cn(C)c(=O)c2cc1OC	6	-10	-0.4	1	7	3	98	2	-5	-4
CCSc1nnc2ccc(-c3cccs3)nn12	1	-1	0.4	0	-7	-3	96	-2	-2	-13
CCOc1ccc(CCNC(=O)c2cccc3c2C(=O)N(CCOC)C3)cc1OCC	2	-7	-4.0	2	-4	2	101	18	-4	-9
CSC(SC)=C(C#N)C(=O)c1ccccc1	1	-14	-0.8	3	1	1	97	4	-7	4

Printed as active in V-ATPase pHluor, among the entries above:
Molecule | V-ATPase pHluor | MOR-DOR ag | DAGLB inhibitor | Arr AP2 block | DSG3 Ab inh | MOR-DOR inv ag | PKA-R2B act | PKA-R1A act
CCOC(=O)C1=C(C)NC(SCC(=O)OC)=C(C#N)C1c1ccc(C(=O)OC)cc1 (configuration not stated) | 9.9*! | 1.8&-2.1 | -2&-4 | 42&-8 | 114&103 | -9&11 | -4&-3 | 7&3
Cc1cc(C)cc(NS(=O)(=O)c2ccc3oc(=O)ccc3c2)c1 | 14* | 1.8 | 0 | -12 | 100 | -9 | -8 | 7

The list continues:
SMILES	V-ATPase pHluor	HTR5A inv ag	MOR-DOR ag	DAGLB inhibitor	Arr AP2 block	HTR5A ag ctr	DSG3 Ab inh	MOR-DOR inv ag	PKA-R2B act	PKA-R1A act
OC(CN1CCCCC1)CN(c1ccccc1)c1ccccc1 (configuration not stated)	-2	2	-3.4	-3	25	-1	.	14	-8	-7
CCOP(=O)(OCC)C(O)c1cc(OC)c(OC)c(OC)c1 (configuration not stated)	1	18	3.4	-1	1	8	.	-16	0	9
Cc1nc(-c2ccc(S(=O)(=O)Nc3ccc(Br)cc3F)cc2)co1	2	1	-0.9	1	-6	9	97	5	-13	6
Cc1noc(C)c1NC(=O)N(C)C[C@H]1OCc2cnnn2CCCC(=O)N([C@H](C)CO)C[C@@H]1C	0	.	.	-2	.	.	109	.	2	5
CC(C)(C)c1cc(NC(=O)CSc2nnc(N)s2)n(-c2ccccc2)n1	-2	-6	-3.5	-2	20	2	120	19	1	-4
Cc1ccc(OCCOCCOc2ccc(Br)cc2/C=N\NC(=O)c2ccncc2)cc1	0	5	0.4	-7	-20	-2	94	-2	-25	-16

Screens (PubChem)
